# USP1-UAF1 inh: Inhibitors of USP1/UAF1: Primary Screen; recombinant USP1/UAF1, Ub-Rhodamine cleavage fluorescence; 390,000 compounds, 0.23% hits; AID 743255, 2014; Potency, µM (series often up to 57.1 µM), for inactives: at the highest dose activity change, negative = inhibition, hits mostly inhibitors; note: potency is the fitted concentration of half-maximal effect; % is set by controls: 0 for no effect and ±100 for the full control effect; nearly all actives have a fitted effect of over 60% in size; inactives centre near -12
# Target sequence (O94782 whole entry, looked up): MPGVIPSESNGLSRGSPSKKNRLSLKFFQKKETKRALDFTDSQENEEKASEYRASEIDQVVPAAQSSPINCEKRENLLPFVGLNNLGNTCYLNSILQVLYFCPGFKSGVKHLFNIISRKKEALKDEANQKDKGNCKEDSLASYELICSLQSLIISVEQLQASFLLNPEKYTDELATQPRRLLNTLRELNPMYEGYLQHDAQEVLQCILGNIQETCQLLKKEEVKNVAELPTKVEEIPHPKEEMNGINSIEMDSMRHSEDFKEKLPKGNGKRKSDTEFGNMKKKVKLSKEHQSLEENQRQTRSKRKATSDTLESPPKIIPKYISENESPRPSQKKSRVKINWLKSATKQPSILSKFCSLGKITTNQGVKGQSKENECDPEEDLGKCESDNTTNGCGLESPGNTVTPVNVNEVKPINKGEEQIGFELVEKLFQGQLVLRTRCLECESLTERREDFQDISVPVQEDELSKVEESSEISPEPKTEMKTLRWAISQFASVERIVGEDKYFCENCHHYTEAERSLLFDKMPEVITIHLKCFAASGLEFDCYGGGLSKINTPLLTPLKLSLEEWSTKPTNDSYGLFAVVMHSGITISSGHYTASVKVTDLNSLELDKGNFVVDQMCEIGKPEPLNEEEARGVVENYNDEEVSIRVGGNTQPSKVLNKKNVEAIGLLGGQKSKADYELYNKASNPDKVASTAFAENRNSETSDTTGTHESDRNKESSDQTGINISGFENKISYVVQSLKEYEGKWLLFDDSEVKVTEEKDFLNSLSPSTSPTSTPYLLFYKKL
#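 Step one: compound is pinned into 1nM USP1/UAF1 in HEPES pH 7.8 buffer with TCEP. Step two: 15 min room-temperature incubation. Step three: Ub-Rho (150nM final) starts cleavage, tracked by fluorescence over six one-minute reads.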
# mIDH1 inhibitor: qHTS for Inhibitors of mutant isocitrate dehydrogenase 1 (IDH1): qHTS; Isocitrate dehydrogenase [NADP] cytoplasmic (Homo sapiens), O75874; IDH1-R132H enzyme, NADPH consumption, diaphorase/resazurin fluorescence; Potency, µM (titrated, usually from 76.6 µM), inactives show at the highest dose activity change, negative = inhibition, hits mostly inhibitors; 390,000 compounds, 0.093% hits; AID 602179, 2012; note: potency is the fitted concentration of half-maximal effect; % is set by controls: 0 for no effect and ±100 for the full control effect; nearly all actives have a fitted effect of over 65% in size
#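 IDH1-R132H (0.5 ug/mL dispensed) in pH 7.5 Tris buffer was preincubated 30 min with compound, then given a substrate mix of 0.016 mM NADPH and 2 mM alpha-KG for 80 min at room temperature; remaining NADPH was read by diaphorase/resazurin fluorescence.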
# PI4K2A block: qHTS for small molecular inhibitors of PI4K2A; 420,000 compounds, 0.13% hits; AID 1346378, 2018; Phosphatidylinositol 4-kinase type 2-alpha (Homo sapiens), Q9BTU6; activity change, negative = inhibition, % at 76.9 µM; purified PI4K2A, ADP-Glo luminescence, 1 h; active compounds read low; in the data active = activity change below about -50%; inconclusive = mostly about -30% to -49%;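 note: -100% = wells without enzyme as full effect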
#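 In this quantitative HTS, ADP production by PI4K2A was quantified luminescently after 1 h at ambient temperature; 100 microM adenosine served as plate-quality control.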
# TRHR PAM: qHTS for Small Molecule Agonists and Allosteric Enhancers of Human TRH Receptor: Primary Screen for Enhancers; 360,000 compounds, 0.66% hits; enhancement, % at 2 µM; TRHR cells, fluo-8 calcium fluorescence, EC20 TRH enhancement; AID 493056, 2011; in the data active = enhancement above about 30%; note: 0% is about no effect
#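 TRHR-expressing cells loaded with fluo-8 calcium dye were read kinetically (ex 480/em 530) during compound addition, then stimulated with an EC20 of TRH (10 nM final). Enhancement of the Gq-mediated intracellular calcium response was scored.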
# TRHR agonist: qHTS for Small Molecule Agonists and Allosteric Enhancers of Human TRH Receptor: Primary Screen for Agonists; TRHR cells, calcium flux fluo-8, FDSS agonist mode; 360,000 compounds, 0.18% hits; activation, % at 2 µM; in the data active = activation above about 30%; note: 0% is about no effect
#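 Agonist-mode FDSS calcium read (Ex 480/Em 530, 1 s cycles) in 1536-well TRHR cells with fluo-8 dye, after 10-cycle baseline and 23 nL compound addition; TRH at EC20 (10 nM final) added afterwards for the enhancer phase.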
# D2 ag: HTS Assay for Allosteric Agonists of the Human D2 Dopamine Receptor: Primary Screen for Agonists. D(2) dopamine receptor (Homo sapiens), P14416. HEK293 T-REx D2 cells, calcium flux agonist mode. activation, % at 2 µM. 340,000 compounds, 0.53% hits. AID 485358, 2010;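 active = activation over 3 SD above normal in the single-dose calcium agonist read, cut at about 30% in these data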; note: 0% is about no effect
#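 Tetracycline-induced HEK293 Trex cells with D2 receptor force-coupled to calcium signaling, plated overnight at 30 C and loaded with no-wash calcium dye. Calcium flux read kinetically for 180 s after compound addition; responses flag agonists.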
# rTrxR1 inhibitor: qHTS Assay for Inhibitors of Mammalian Selenoprotein Thioredoxin Reductase 1 (TrxR1): qHTS | recombinant rTrxR1, NADPH fluorescence consumption, selenite substrate | Potency, µM (top dose mostly 114 µM), for the others: at the highest dose activity change, negative = inhibition, most hits filed as inhibitors | 390,000 compounds, 1% hits; note: potency is the fitted concentration of half-maximal effect; % is set by controls: 0 for no effect and ±100 for the full control effect; nearly all actives have a fitted effect of over 65% in size
#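 Rat TrxR1 (90 nM in the dispensed reagent) was pre-reduced with 400 uM NADPH for 5 min at room temperature, then incubated with compound for 15 min. After 400 uM selenite was added, NADPH fluorescence (Ex 340/Em 450 nm) was followed for 8 min.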
# TrxR1 substrate: qHTS Assay for Substrates of Mammalian Selenoprotein Thioredoxin Reductase 1 (TrxR1): qHTS | Thioredoxin reductase 1, cytoplasmic (Rattus norvegicus), O89049 | purified TrxR1 substrate turnover, NADPH consumption readout | Potency, µM (highest dose often 114 µM), for the others: at the highest dose activity change, negative = substrate turnover | 390,000 compounds, 0.01% hits; note: potency is the fitted concentration of half-maximal effect; % is set by controls: 0 for no effect and ±100 for the full control effect; nearly all actives have a fitted effect of over 50% in size
#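 Rat TrxR1, dispensed at 90 nM, was prereduced with 400 uM NADPH (final) for 5 min at ~22 deg C, then incubated with compound 15 min before 400 uM selenite. A first-read NADPH fluorescence drop versus no-compound background flagged substrates.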
# D2 antagonist: HTS Assay for Allosteric Antagonists of the Human D2 Dopamine Receptor: Primary Screen for Antagonists; 340,000 compounds, 2% hits; inhibition, % at 10 µM; AID 485344, 2010; D(2) dopamine receptor (Homo sapiens), P14416; HEK293 TREx D2 cells, calcium flux, dopamine EC80; in the data active = inhibition above about 30%; note: 0% is about no effect
#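 Calcium mobilization kinetics were recorded at 1 s intervals in tetracycline-induced HEK293 T-REx D2 cells, first for 180 s after compound addition and then 180 s after EC80 dopamine.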
# Starred values were filed as active, the others as inactive; ? = inconclusive; . = not tested or not shown; [ ] = remark or other dose. Unless noted, calls come from the whole dose curve; as a rule, active = well fitted inhibition curve with a large enough effect; inconclusive = small, poorly fitted or top-dose-only effect; inactive = no such curve, though single readings can be large or run the other way.
SMILES,USP1-UAF1 inh,mIDH1 inhibitor,PI4K2A block,TRHR PAM,TRHR agonist,D2 ag,rTrxR1 inhibitor,TrxR1 substrate,D2 antagonist
Cc1ccc(C(=O)NC(C)c2ccc(-n3ccnc3)cc2)cc1S(=O)(=O)N1CCOCC1 (stereo unspecified),-12%,-1%,2,19,0.5,-0.8,2%,-5%,-1
O=C(CCCCCCC(=O)NCc1ccccc1)NCc1ccccc1,-18%,4%,3,-6,0.2,-0.7,6%[57.1 µM],7%[57.1 µM],-6
COC(=O)CN(c1ccccn1)S(=O)(=O)c1ccccc1,5%,13%,5,2,-0.1,.,-5%[57.1 µM],74%[activator],.
O=C(COCc1ccccc1)N[C@@H]1c2ccccc2CC[C@H]1OCc1ccccc1,-30%,9%,-2,.,.,.,24%,8%,.
O=C(CNC(=O)c1ccccc1F)OCc1cc(=O)n2nc(C3CC3)sc2n1,-8%,2%,-1,-1,-0.5,-0.6,-3%[57.1 µM],-2%[57.1 µM],.
CC(=O)Nc1c(Cl)cc2c(c1Cl)C(=O)c1ccccc1-2,-13%,0%,4,.,.,.,9%[57.1 µM],7%[57.1 µM],.
CCOC(=O)c1c(C)oc2c(CN3CCN(C)CC3)c(Br)c(OC)c(O)c12,-2%,2%,6,-1,-0.3,-1.0,?,6%,-5
CCOc1ccc(S(=O)(=O)N2CCN(C(=S)NC3CC3)CC2)cc1,3%,0%,6,16,-0.2,.,6%[57.1 µM],7%[57.1 µM],.
COc1ccc(S(=O)(=O)N2CCN(c3ccccc3)CC2)cc1-c1noc(C)n1,-24%,-6%,-5,-3,1.3,-1.0,0%,0%,.
O=C(O)CNS(=O)(=O)c1c(Cl)cccc1Cl,-20%,4%,2,6,0.8,0.9,12%,7%,-11
CCc1ccccc1NC(=O)Cn1ccn(-c2ccc(OC)cc2)c(=O)c1=O,0%,-3%,1,4,0.8,0.1,0%[57.1 µM],-3%[57.1 µM],-9
Cc1cccc(N2CCN(C(=O)C34CC5CC(CC(C5)C3)C4)CC2)c1C,-11%,8%,-2,7,2.9,-1.4,-10%,-5%,19
O=C(NCCN1CCOCC1)c1ccc(=O)n(Cc2ccc(Cl)cc2)c1,-13%,-8%,-3,3,3.1,0.3,-19%,-15%,-34
CCOC(=O)Nc1oc2ccccc2c(=O)c1CN1CCOCC1,?,14%,7,0,-0.1,-1.1,-16%,8%,2
CCOc1ccccc1NC(=O)C1CC(=O)n2ncnc2N1 (stereo unspecified),-8%,-2%,1,48*,0.1,0.5,12%,10%,-4
CC(C)CCSc1nc2[nH]ncc2c(=O)[nH]1,0%,-2%,-4,0,-0.4,.,-7%,-3%,.
CCn1c(=S)sc2c(=O)n(CC(=O)Nc3cccc(OC)c3)c(C)nc21,-13%,0%,2,-11,0.0,-0.1,3%,-2%,-3
CCCNC(=O)COc1coc(CN2CCN(C(=O)c3ccco3)CC2)cc1=O,-14%,6%,-3,-11,0.5,0.4,-8%,4%,2
CCCSCCCNC(=O)c1ccc(C)c(NC(=O)C2=C(C)OCCS2)c1,-23%,-5%,2,-1,-0.4,-0.4,7%,0%,1
CCc1ccc(NC(=O)Cn2c(=O)n(CC3CCCO3)c(=O)c3cc(OC)c(OC)cc32)cc1 (stereo unspecified),-23%,-6%,-5,2,-0.8,.,7%,5%,.
COc1ccc(C(CC(=O)NC(C)c2ccc(-c3ccccc3)cc2)NC(C)=O)cc1 (stereo unspecified),-19%,7%,0,13,0.1,-0.8,5%[57.1 µM],3%[57.1 µM],-43
NS(=O)(=O)c1ccc(CCNC(=O)c2cc(-c3cccs3)nc3ccccc23)cc1,-23%,-5%,3,3,1.0,0.0,52%[activator],96%[activator],10
CC(=O)N1c2ccc(S(=O)(=O)N3CCCC3)cc2CC1C(=O)NCc1ccc(N(C)C)cc1 (stereo unspecified),-6%,-14%,12,-19,-0.4,0.4,10%[57.1 µM],4%[57.1 µM],9
Cc1ccccc1-n1c(=O)cc(N2CCN(Cc3ccccc3)CC2)[nH]c1=O,?,-3%,-3,1,1.4,0.2,?,4%,6
COc1ccccc1/C=C/C=N/NC(=O)c1cnccn1,-10%,6%,-1,-5,-0.3,0.3,11%[57.1 µM],-11%[57.1 µM],8
COc1ccc(NC(=O)CN2CCN(S(=O)(=O)c3ccc(F)cc3)CC2)cc1Cl,-14%,0%,-4,-3,0.6,0.4,1%[57.1 µM],0%[57.1 µM],11
O=C(O)CCc1ccc(-c2ccc(Cl)cc2)n1CC(=O)Nc1ccccc1,-14%,5%,5,1,-0.9,-2.0,-12%,9%,-9
Cc1cc(-c2ccc(C)c(S(=O)(=O)NCCC(C)N3CCCCCC3)c2)on1 (stereo unspecified),-15%,-2%,-2,-6,-0.1,-1.3,0%,1%,4
O=C(c1ccc(Cl)cc1)N1CCOc2ccccc21,-12%,0%,4,-7,-1.0,0.1,15%,-5%,27
CCN1CCN(C(=S)Nc2ccc(Cl)c(Cl)c2)CC1,-8%,0%,3,1,0.9,.,-8%,1%,.

# Six of the compounds above, with two lines to a compound:
# Each structure is followed by: USP1-UAF1 inh | mIDH1 inhibitor | PI4K2A block | TRHR PAM | TRHR agonist | D2 ag | rTrxR1 inhibitor | TrxR1 substrate | D2 antagonist
O=C(COCc1ccccc1)N[C@@H]1c2ccccc2CC[C@H]1OCc1ccccc1
    -30% | 9% | -2 | . | . | . | 24% | 8% | .
O=C(CNC(=O)c1ccccc1F)OCc1cc(=O)n2nc(C3CC3)sc2n1
    -8% | 2% | -1 | -1 | -0.5 | -0.6 | -3%[57.1 µM] | -2%[57.1 µM] | .
CC(=O)Nc1c(Cl)cc2c(c1Cl)C(=O)c1ccccc1-2
    -13% | 0% | 4 | . | . | . | 9%[57.1 µM] | 7%[57.1 µM] | .
CCOC(=O)c1c(C)oc2c(CN3CCN(C)CC3)c(Br)c(OC)c(O)c12
    -2% | 2% | 6 | -1 | -0.3 | -1.0 | ? | 6% | -5
CCOc1ccc(S(=O)(=O)N2CCN(C(=S)NC3CC3)CC2)cc1
    3% | 0% | 6 | 16 | -0.2 | . | 6%[57.1 µM] | 7%[57.1 µM] | .
COc1ccc(S(=O)(=O)N2CCN(c3ccccc3)CC2)cc1-c1noc(C)n1
    -24% | -6% | -5 | -3 | 1.3 | -1.0 | 0% | 0% | .

# No new results follow: two of the compounds above.
SMILES,USP1-UAF1 inh,mIDH1 inhibitor,PI4K2A block,TRHR PAM,TRHR agonist,D2 ag,rTrxR1 inhibitor,TrxR1 substrate,D2 antagonist
CCOc1ccc(S(=O)(=O)N2CCN(C(=S)NC3CC3)CC2)cc1,3%,0%,6,16,-0.2,.,6%[57.1 µM],7%[57.1 µM],.
COc1ccc(S(=O)(=O)N2CCN(c3ccccc3)CC2)cc1-c1noc(C)n1,-24%,-6%,-5,-3,1.3,-1.0,0%,0%,.

# Compound activity: PubChem, National Center for Advancing Translational Sciences (NCATS)
